MEP2 TOR yeast: modulators of MEP2-GFP levels in yeast, primary screen, S. cerevisiae, multiplex flow cytometry, MLPCN library; S. cerevisiae MEP2-GFP strain, 3 h; 100% = DMSO control level; GFP response vs DMSO, % at 10 µM; hit rate 0.51% among 330,000;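 active = GFP response versus DMSO above a set limit, roughly screen mean plus 3 SD, cut at about 180% in these data; inconclusive = fewer than 70 cells counted for a yeast strain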;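 note: median GFP fluorescence of the barcode-gated MEP2-GFP cells per well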
AHR act: AHR activators, primary screen, cell-based, luminescence, luciferase reporter, human. hit rate 2.5% among 320,000. activation, % at 5 µM. Aryl hydrocarbon receptor (Homo sapiens), P35869. AID 2796, 2010. AHR-responsive luciferase reporter cells; in the data active = activation above about 47%;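 note: 0% = vehicle wells and 100% = reference agonist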
Target sequence (P35869 whole entry, looked up): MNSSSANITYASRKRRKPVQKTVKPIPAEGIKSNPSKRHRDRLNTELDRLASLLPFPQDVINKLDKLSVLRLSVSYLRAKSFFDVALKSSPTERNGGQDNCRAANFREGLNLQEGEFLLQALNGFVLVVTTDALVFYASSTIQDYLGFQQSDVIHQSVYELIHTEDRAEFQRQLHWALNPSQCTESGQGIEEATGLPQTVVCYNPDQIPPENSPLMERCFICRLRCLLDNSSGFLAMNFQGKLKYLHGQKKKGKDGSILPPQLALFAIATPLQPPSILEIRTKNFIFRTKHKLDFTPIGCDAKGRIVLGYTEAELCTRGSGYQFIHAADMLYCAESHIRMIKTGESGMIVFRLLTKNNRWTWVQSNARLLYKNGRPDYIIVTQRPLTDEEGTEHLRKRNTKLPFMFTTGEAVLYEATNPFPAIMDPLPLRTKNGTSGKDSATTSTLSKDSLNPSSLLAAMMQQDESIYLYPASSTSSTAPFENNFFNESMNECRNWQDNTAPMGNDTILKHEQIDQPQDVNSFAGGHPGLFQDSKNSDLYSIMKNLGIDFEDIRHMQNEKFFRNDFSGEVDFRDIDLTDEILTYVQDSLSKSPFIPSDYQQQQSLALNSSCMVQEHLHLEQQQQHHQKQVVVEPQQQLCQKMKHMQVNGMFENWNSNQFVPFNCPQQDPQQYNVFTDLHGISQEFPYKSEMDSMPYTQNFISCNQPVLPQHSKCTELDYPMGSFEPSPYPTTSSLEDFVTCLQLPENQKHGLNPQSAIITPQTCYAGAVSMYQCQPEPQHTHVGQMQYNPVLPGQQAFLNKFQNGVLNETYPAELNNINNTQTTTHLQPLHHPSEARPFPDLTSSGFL
proCasp3 act: activators of human procaspase-3 D3A mutant, primary screen, biochemical, absorbance, PC-3 D3A mutant, single concentration; Caspase-3 (Homo sapiens), P42574; recombinant procaspase-3 D3A, Ac-DEVD-pNA absorbance 405 nm; activation, % at 8.5 µM; hit rate 0.11% among 330,000; AID 463141, 2010;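 active = activation above the mean of all tested compounds plus 3 SD, cut at about 21% in these data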;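 note: 0% = DMSO alone and 100% = DMSO wells spiked with extra 5 µM PC-3 D3A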
Target sequence (P42574 whole entry D9A/D28A/D175A): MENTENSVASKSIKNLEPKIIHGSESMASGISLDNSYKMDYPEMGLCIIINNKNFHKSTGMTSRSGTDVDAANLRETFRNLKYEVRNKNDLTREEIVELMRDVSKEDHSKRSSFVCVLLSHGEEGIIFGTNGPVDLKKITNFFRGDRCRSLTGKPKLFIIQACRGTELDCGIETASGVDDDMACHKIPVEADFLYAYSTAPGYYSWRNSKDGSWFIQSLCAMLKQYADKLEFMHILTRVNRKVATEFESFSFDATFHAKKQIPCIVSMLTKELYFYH
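Evaluation: percent activation relative to control range; Material: Procaspase-3 D3A mutant, all three cleavage aspartates alanine; Compound: single dose, 8.5 µM nominal compound, 0.8% DMSO; Replication: one well per compound; Signal: absorbance at 405 nm, 0 and 120 min; Schedule: 1 h preincubation plus 2 h reaction at 25 °C.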
LAP4-GFP MLPCN: modulators of LAP4-GFP expression in yeast, primary screen, S. cerevisiae, multiplex flow cytometry, MLPCN library. 3 h; median GFP as percent of DMSO wells. GFP response vs DMSO, % at 10 µM. hit rate 0.34% among 320,000. AID 2023, 2009;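 active = GFP response vs DMSO above a set limit, about the screen mean plus 3 SD, cut at about 150% in these data; inconclusive = under 70 cell events counted for the yeast strain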
Yeast superoxide: reduction of superoxide in aged yeast, primary screen, HTS | S. cerevisiae aged cells, superoxide DHE fluorescence; stronger effect = lower value | superoxide response (% of plate mean), % at 10 µM | hit rate 0.18% among 330,000 | AID 2690, 2010;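 active = superoxide response under a set limit, about three screen SD below normal, cut at about 65% in these data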;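 note: yeast aged for seven days with compound at 30 °C before DHE staining; 100% = average MFI of all compound-treated wells on the plate with controls excluded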
procasp7 counter: procaspase-7 activators, primary screen, counter-screen for procaspase-3 activator project, biochemical, absorbance, HTS, human; Caspase-7 (Homo sapiens), P55210; recombinant procaspase-7, Ac-DEVD-pNA absorbance 405 nm; D23A/D198A/D206A triple mutant, cannot self-cleave; scale: DMSO 0, 5 µM enzyme 100; activation, % at 8.5 µM; hit rate 0.093% among 330,000;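 active = percent activation above the screen-wide mean plus 3 SD, cut at about 25% in these data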
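Material: Procaspase-7 triple mutant (PC-7 D3A) | Quantity: 2 µM procaspase-7 mutant as dispensed | Reagent: DEVD-pNA substrate | Times: 1 h preincubation, 2 h reaction | Technique: 405 nm absorbance of p-nitroaniline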
GASC-1 inh: inhibitors of GASC-1 histone demethylase, primary screen, biochemical, fluorescence, DELFIA europium; AID 2099, 2009; hit rate 0.069% among 330,000; GST-JMJD2C(1-420) H3K9me3 demethylation; Lysine-specific demethylase 4C (Homo sapiens), Q9H3R0; inhibition, % at 2.35 µM;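 active = more than half of a compound's replicate wells show inhibition beyond 50%, single wells judged on their own value; inconclusive = some, but no more than half, of replicates pass 50% inhibition; inactive = no replicate passes 50% inhibition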;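 note: signal counts dimethyl H3K9 product captured on neutravidin plate; 0% = median of DMSO wells and 100% = 0.3 times that DMSO median; strong numbers were not always called active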
RPL19A-GFP yeast: RPL19A-GFP expression modulators in yeast, primary screen, cell-based, S. cerevisiae, multiplex flow cytometry, MLPCN | percent response vs DMSO, % at 10 µM | S. cerevisiae RPL19A-GFP strain, 3 h; stronger effect = lower value | hit rate 0.3% among 330,000;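 active = percent response vs DMSO below 50%; inconclusive = fewer than 70 events counted for the yeast strain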;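 note: median channel GFP fluorescence of the barcoded RPL19A-GFP strain; ratio of sample median GFP to plate DMSO average so 100% = DMSO; lower means less RPL19A-GFP as with rapamycin TOR inhibition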
An asterisk follows results filed as active; ? = inconclusive; · = not tested or not shown; & = joins results of further samples.

SMILES | MEP2 TOR yeast | AHR act | proCasp3 act | LAP4-GFP MLPCN | Yeast superoxide | procasp7 counter | GASC-1 inh | RPL19A-GFP yeast
COc1ccc2nc(NC(=O)CSC(C)C(=O)Nc3cc(C)on3)sc2c1 (centres undefined) | 101 | -8 | 9 | 101 | 97 | 2 | -3 | 95
CC(C)C(NC(=O)c1ccccc1)C(=O)NCc1ccccn1 (centres undefined) | 102 | 1 | 1 | 101 | 130 | 9 | -7 | 97
CCOC(=O)C(NC(=O)c1ccccc1)(N1CCOCC1)C(F)(F)F (centres undefined) | 102 | 0 | 2 | 91 | 105 | -7 | -14 | 90
COc1cc(NC(=O)c2ccc(C)cc2)ccc1NC(=O)c1cc2ccccc2o1 | 168 | 5 | 9 | 84 | 116 | 0 | 10 | 92
O=C(NCc1cccnc1)c1cc(-c2cccs2)on1 | 105 | 21 | 1 | 96 | 94 | -5 | -25 | 96
CCC(c1nnnn1C(C)(C)C)N(Cc1cccs1)Cc1cc2cc(C)c(C)cc2n2nnnc12 (centres undefined) | 98 | 2 | 7 | 93 | 110 | 8 | -3 | 95
O=C(NC1CCCc2ccccc21)c1ccc2c(c1)OCO2 (centres undefined) | 101 | 45 | 10 | 105 | 84 | 1 | 2 | 98
CCC(OC(=O)CN1C(=O)C(=O)c2ccccc21)C(=O)Nc1ccc(S(N)(=O)=O)cc1 (centres undefined) | 95 | -1 | 11 | 99 | 102 | -1 | 20 | 101
O=S(=O)(NCc1ccco1)c1ccc(Cl)s1 | 103 | 1 | 2 | 103 | 103 | -3 | 3 | 95
O=C1CC(c2ccccc2)=Nc2ccccc2N1Cc1ccccc1 | 104 | -3 | 2 | 105 | 100 | 2 | 5 | 105
Cn1c(SCc2ccccc2)nnc1-c1cccs1 | 102 | -4 | 1 | 102 | 96 | 6 | -2 | 98
COc1cccc(OCCOc2ccccc2[N+](=O)[O-])c1 | 107 | -4 | -9 | 102 | 134 | -12 | 7 | 99
CC(C)CCNc1nc2c(c(=O)n(Cc3cccc(F)c3)c(=O)n2C)n1C | 94 | 1 | -5 | 94 | 103 | 8 | 6 | 93
Cc1ccc(C(=O)NCC(=O)NC2CCCCCC2)cc1 | 121 | 2 | 9 | 87 | 100 | 9 | 3 | 98
Cc1cc(N/C=C/C(=O)c2ccc(Br)cc2)no1 | 113 | -4 | 5 | 111 | 103 | -3 | 4 | 98
O=C(OCN1C(=O)c2ccccc2C1=O)c1cccnc1SC(F)F | 99 | 1 | 7 | 94 | 93 | 2 | -4 | 103
COc1cc2nc(CN3CCN(S(=O)(=O)c4ccccc4C(F)(F)F)CC3)[nH]c(=O)c2cc1OC | 102 | 4 | -5 | 91 | 93 | -9 | -11 | 103
CC(Oc1ccc2c3c(c(=O)oc2c1)CCCC3)C(=O)NCC1CCC(C(=O)O)CC1 (centres undefined) | 103 | -1 | 4 | 94 | 128 | 14 | 0 | 96
O=C(C1CCCN(Cc2ccc(Br)cc2)C1)N1CCCCC1 (centres undefined) | 100 | 5 | 2 | 93 | 112 | 3 | 0 | 101
C(=N\N1CCN(Cc2ccccc2)CC1)/c1ccc(-c2ccccc2)cc1 | 105 | -4 | -4 | 101 | 72 | -5 | 9 | 96
CN(C)CCCN(C(=O)c1ccc(S(=O)(=O)N2CCCC2)cc1)c1nc2c(F)cc(F)cc2s1 | 105 | 0 | 4 | 110 | 102 | 2 | ? | 102
O=C(NCc1ccco1)c1cc(-c2ccccc2)on1 | 99 | 1 | 4 | 108 | 79 | 3 | -3 | 96
CCCc1nc(SCC(=O)Nc2cc(C)on2)c2c(=O)n(C)c(=O)n(C)c2n1 | 98 | 1 | -2 | 108 | 87 | -5 | 8 | 95
Cc1c(NC(=O)C(C)OC(=O)CCC2CCCC2)c(=O)n(-c2ccccc2)n1C (centres undefined) | 100 | 1 | 10 | 90 | 90 | -6 | -25 | 100
O=C(CN1CCCCCC1)Nc1cc([N+](=O)[O-])ccc1Cl | 103 | 12 | 0 | 108 | 99 | -8 | -3 | 105
O=c1cc(CN2CCC(Cc3ccccc3)CC2)nc2sccn12 | 114 | 1 | -4 | 111 | 83 | 9 | 0 | 102
Cc1ccc(OCC(=O)NNC(=O)c2cc3ccccc3o2)cc1C | 100 | 9 | 3 | 96 | 96 | -9 | 8 | 101
Cc1cc(C)c(NC(=O)CN(C)C(=O)c2ccc(OCc3ccccc3)cc2)c(C)c1 | 107 | 2 | -1 | 103 | 104 | -6 | 10 | 100
O=C1CCC/C(=N/Nc2ccc(Cl)cc2)C1 | 87 | 47 | -10 | 84 | 80 | -2 | -1 | 97
O=C(CN(CC1CCCO1)C(=O)CCC(=O)Nc1ccccn1)NCC1CCCO1 (centres undefined) | 103 | 0 | 0 | 93 | 107 | 8 | -27&7 | 97
COCC(=O)Nc1c(C(=O)N2CCCC2)oc2ccccc12 | 92 | 74* | 6 | 88 | 91 | 0 | -10 | 92
C/C=C(\C)CN1CCC(Oc2ccc(C(=O)NCc3ccccn3)cc2)CC1 | 93 | 5 | 3 | 101 | 115 | 1 | -6 | 101
CCn1cc(C(=O)NCCCN2CCCC(C)C2)c(=O)c2cc(S(=O)(=O)N(C)C3CCCCC3)ccc21 (centres undefined) | 103 | 2 | 1 | 107 | 91 | 6 | -5 | 96
Cc1c(NC(=O)/C(C#N)=C/c2c(Oc3ccccc3)nc3ccccn3c2=O)c(=O)n(-c2ccccc2)n1C | 106 | 0 | 4 | 96 | 110 | 3 | -2 | 103
CCOCCCNC(=O)CSCc1nc(-c2ccc(SC)cc2)oc1C | 104 | -1 | 8 | 98 | 99 | 2 | 1 | 101
Cc1cc(C)c(NC(=O)CS(=O)CC(=O)N2CCN(c3ccccc3)CC2)c(C)c1 (centres undefined) | 111 | -2 | 7 | 110 | 98 | -6 | 1 | ·
C/C(CC(=O)Nc1cccc(F)c1)=N\NC(=O)c1ccncc1 | 111 | 20 | -5 | 116 | 96 | -5 | -2 | 114
CCC(=O)NC(=S)Nc1cccc(NC(=O)CC)c1 | 117 | 9 | 5 | 108 | 96 | 3 | 13 | 101
CCNC(=O)N1CCC(n2nccc2NC(=O)CCCc2ccccc2)CC1 | 103 | 1 | 6 | 83 | 103 | 13 | -10 | 106
O=C(COC(=O)Cc1ccccc1F)Nc1cc(S(=O)(=O)N2CCOCC2)ccc1N1CCCC1 | 95 | 1 | 0 | 81 | 97 | -12 | 19 | 99
O=C(CN1CCCN(S(=O)(=O)c2ccc(F)cc2)CC1)Nc1cccc(F)c1 | 82 | 1 | 1 | 99 | 97 | -3 | -6 | 104
O=C(O)CCN1C(=O)c2ccc(NC(=O)CSc3ccccc3)cc2C1=O | 104 | -4 | 4 | 96 | 120 | -1 | -48 | 101
Nc1ncncc1-c1ccc2ccccc2c1 | 99 | 7 | 9 | 87 | 94 | 10 | -24 | 101
O=C(NNS(=O)(=O)c1ccc(Cl)cc1Cl)c1cc2ncc(C(F)(F)F)cc2s1 | 90 | 4 | 1 | · | 115 | 2 | 38 | 99
O=C(C1CC(=O)N(c2ccccc2)C1)N1CCN(c2ccccc2F)CC1 (centres undefined) | 105 | 1 | 0 | 104 | 103 | -6 | -7 | 106
COc1ccc(OC)c(NC(=O)CCN2CC(C)OC(C)C2)c1 (centres undefined) | 107 | 3 | 2 | 97 | 102 | 2 | -1 | 106
Cn1c(N2CCC(C(N)=O)CC2)nc2c1c(=O)n(Cc1cccc(Br)c1)c(=O)n2C | 100 | 1 | -12 | 89 | 106 | -7 | 18 | 98
COCCNC(=O)c1cc2cc3ccc(OC)cc3nc2o1 | 102 | 0 | -10 | 98 | 105 | -4 | -3 | 100
Cc1ccc(NC(=O)Nc2cnccn2)cc1C | 109 | 6 | 1 | 96 | 94 | 8 | 2 | 104
O=C(c1cnn2c(C(F)F)cc(-c3ccccc3)nc12)N1CCN(Cc2ccc3c(c2)OCO3)CC1 | 101 | -2 | 4 | 103 | 90 | 6 | 2 | 105

One compound at a time (already shown). Values in the order: MEP2 TOR yeast | AHR act | proCasp3 act | LAP4-GFP MLPCN | Yeast superoxide | procasp7 counter | GASC-1 inh | RPL19A-GFP yeast
COc1ccc(OC)c(NC(=O)CCN2CC(C)OC(C)C2)c1 (centres undefined) across the screens: 107 | 3 | 2 | 97 | 102 | 2 | -1 | 106
Cn1c(N2CCC(C(N)=O)CC2)nc2c1c(=O)n(Cc1cccc(Br)c1)c(=O)n2C across the screens: 100 | 1 | -12 | 89 | 106 | -7 | 18 | 98
O=C(c1cnn2c(C(F)F)cc(-c3ccccc3)nc12)N1CCN(Cc2ccc3c(c2)OCO3)CC1 across the screens: 101 | -2 | 4 | 103 | 90 | 6 | 2 | 105

Next section.
SMILES | MEP2 TOR yeast | AHR act | proCasp3 act | LAP4-GFP MLPCN | Yeast superoxide | procasp7 counter | GASC-1 inh | RPL19A-GFP yeast
Cc1nn(-c2ccccc2)cc1/C=N/NC(=O)c1cccs1 | 98 | 15 | -6 | 123 | 105 | 9 | -14 | 98
CCOC(=O)c1c(C)nc2sccn12 | 106 | -5 | 0 | 107 | 91 | 9 | -4 | 102
CCCCNc1c(-c2cccc(-c3ccc(OC)cc3)c2)nc2ccc(C)cn12 | 93 | 21 | -3 | 138 | 93 | 2 | -2 | 90
COc1ccc(S(=O)(=O)N(C)CC(=O)N2CCCC2)cc1Cl | 101 | 3 | 3 | 106 | 103 | -2 | 22 | 97
CC(C)(C)Cc1nnc(NS(=O)(=O)c2ccccc2)s1 | 86 | -1 | -4 | 69 | 96 | 6 | -9 | 94
O=C1c2ccsc2SCCN1Cc1ccccc1 | 81 | 1 | 0 | 115 | 105 | 8 | 20 | 82
COc1ccc(-n2c(=S)[nH]c3cc(C(=O)NC4CCCCC4)ccc3c2=O)c(OC)c1 | 102 | 0 | 5 | 110 | 107 | 8 | -1 | 99
COc1ccc2c(C)cc(=O)oc2c1C | 93 | 2 | -16 | 99 | 96 | -4 | 1 | 99
Cc1ccc(N(CC(=O)NCC2CCCO2)C(=O)CNS(=O)(=O)c2ccc(Cl)cc2)cc1 (centres undefined) | 97 | 1 | 2 | 96 | 92 | 4 | 1 | 97
COc1cc(NC(=O)CCNS(=O)(=O)c2cc(Br)cnc2N)cc(OC)c1 | 104 | 12 | -5 | 97 | 110 | -5 | -1 | 98
CC1=C(C(=O)OCc2ccccc2)C(c2cccnc2)n2ncnc2N1 (centres undefined) | 105 | 1 | -2 | 105 | 123 | 0 | 84 | 105
CCOC(=O)c1ccc(NC2c3ncccc3C(=O)N2Cc2ccc(F)cc2)cc1 (centres undefined) | 100 | 2 | -11 | 105 | 128 | 6 | -1 | 99

Look-ups from the results shown:
For AHR act, `CCOC(=O)c1ccc(NC2c3ncccc3C(=O)N2Cc2ccc(F)cc2)cc1` (centres undefined) shows 2
For procasp7 counter, `COc1cc(NC(=O)CCNS(=O)(=O)c2cc(Br)cnc2N)cc(OC)c1` shows -5

Bioassay records from PubChem.
